Screening data: PubChem BioAssay, several laboratories
Yfh1-depleted yeast: mitochondrial function rescue without frataxin homolog – Friedreich's ataxia, plus single-dose screen, dose response (AID 1465). S. cerevisiae Yfh1-off respiration, WST-1 reduction, 72 h; higher fold induction means a stronger effect. fold induction at 50 µM; hits with a dose series show EC50 in µM. 0.074% of 220,000 active;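 active = fold induction of absorbance versus untreated yeast above a set limit, then at least 30% activation at any dose in follow-up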;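 also: activators that raise dye reduction in frataxin-depleted yeast; strong numbers were not always called active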
Dynein transport: blocks dynein driven cargo transport along microtubules | 3617.4 mouse cells, GR-EGFP nuclear translocation imaging; test concentration mostly 20 µM; stimulated with dexamethasone, 1 µM; active compounds read low | z-score, hits read low | 0.47% of 220,000 active | AID 1381;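 active = plate z-score of nuclear minus cytoplasmic receptor signal below a set negative limit, without overly bright fluorescence or cell loss, cut at about -3.5 in these data, passing the limit was not always enough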;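 also: z-score of nuclear minus cytoplasmic ring GR-EGFP intensity difference per well; some compounds called inactive have numbers as strong as hits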
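Buffer or medium: tet-free, stripped-serum medium; reagent: dexamethasone at 1.0 µM final, 30 min; incubation: 48 h induction, 1 h compound, 30 min dex at 37 °C; measured by: formaldehyde fixation, Hoechst nuclear stain, 10x automated fluorescence imaging; read-out: nuclear-to-cytoplasmic GR-EGFP distribution per well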
MT stabilizer: microtubule stabilizers in HeLa cells; HeLa tubulin immunostaining HCS, 24 h; share of cells brighter than vehicle mean+2SD; % tubulin-high responders, % at 10 µM; 0.83% of 200,000 active;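 active = plate Z-score above 3 for both tubulin-high and condensed-nucleus cell shares, with cell loss under 80%, at 10 µM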;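 also: anti alpha tubulin signal scored within the nucleus-defined area of each cell; some results filed as inactive read as strong as hits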
Autophagy mod: modulators of autophagy; MEF GFP-LC3 puncta imaging; test concentration mostly 10 µM; calls only at 10 µM (by protocol); 0.98% of 190,000 active;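 active = percentage of spot-positive cells more than 3 SD above its plate mean, without a fluorescence outlier flag or 80% toxicity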;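 also: spot-positive cell cutoff set from DMSO-treated cells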
M1AAP inhibition: P. falciparum M1AAP inhibitors, biochemical, fluorogenic H-Leu-NHMec substrate, 1536-well (AID 1445); 0.42% of 220,000 active; inhibition, % at 30 µM, or IC50 in µM where a hit was titrated; recombinant M1AAP, H-Leu-NHMec fluorogenic kinetic assay; higher % means a stronger effect;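 active = primary inhibition above the hit cutoff, then over 50% inhibition at one or more dose response concentrations, cut at about 23% in these data, passing the limit was not always enough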;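 also: plate controls were DMSO full reaction for no effect and no enzyme background for full effect; strong numbers were not always called active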
M17LAP inhibition: P. falciparum M17LAP inhibitors, primary screen, biochemical, fluorogenic H-Leu-NHMec substrate, 1536-well (AID 1619); recombinant M17LAP, H-Leu-NHMec fluorogenic kinetic assay; higher % means a stronger effect; inhibition, % at 30 µM; hits with a dose series show IC50 in µM; 0.38% of 220,000 active;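 active = compound inhibiting the enzyme by more than half at any dose during confirmatory dose-response retesting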;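 also: plate controls were full reaction with DMSO carrier for no effect and no enzyme background for full effect; strong numbers were not always called active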
T cell HTS: T cell immune modulation candidate; 2C CD8+ T cell-vesicle binding, flow cytometry; active compounds read low; calls only at 7 µM; 0.068% of 330,000 active;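 active = response, share of CD8 T cells binding vesicles, and their 90th percentile fluorescence all below set limits, cut at about 80% in these data, passing the limit was not always enough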
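material = purified 2C TCR transgenic mouse naive CD8+ T cells | controls = Unloaded micro-vesicles (low), QL9 vesicles with 0.7% DMSO (high) | detection = cytometric PE anti-B7-1 and Alexa647 anti-CD8 signals after 1% paraformaldehyde fixation | incubation = binding step 1.5 h, 37 °C, antibody labelling 20 min, ice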
WT yeast gro inh: growth inhibition of WT yeast, mitochondrial fusion screen; 2.1% of 190,000 active; inhibition, % at 10 µM; AID 1362; mitochondrial fusion phenotypic screen, WT strain; in the data active = inhibition above about 58%; tested in S. cerevisiae
bCat nuc transl: modulators of beta-catenin nuclear translocation. 0.3% of 190,000 active. nuclear translocation activity, % at 5 µM. HeLa beta-catenin nuclear translocation, immunofluorescence imaging;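 active = nuclear translocation activity above 50% at 5 µM, with a well cell count of 50 or more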;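 also: per-cell ratio of nuclear to cytoplasmic median beta-catenin stain intensity; plate controls were DMSO negative control for no effect and GSK-3 inhibitor IX positive control for full effect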
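Test system: HeLa cells, endogenous beta-catenin; Compound: single 5 µM dose plus 0.02–20 µM confirmation series; Times: compound exposure 24 h at 37°C; Signal: fluorescence imaging of beta-catenin antibody stain plus DAPI; Read-out: % activation, nuclear-to-cytoplasmic median beta-catenin signal ratio per cell.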
WT yeast gro inh mutant strain: recorded beside WT yeast gro inh, whose call it bears; inhibition, %; mitochondrial fusion phenotypic screen, mutant strain inhibition
Dynein transport cytoplasmic EGFP: further read-out of Dynein transport, marked with its call; z-score; measured here: cytoplasmic GR-EGFP intensity; active compounds read high
Dynein transport nuclear GR-EGFP: recorded beside Dynein transport, whose call it bears; z-score; measured here: nuclear GR-EGFP intensity;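 lower value marks the stronger effect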
Dynein transport cell count: recorded beside Dynein transport, whose call it bears; z-score; measured here: cell count per field
bCat nuc transl cell count 5 µM: recorded beside bCat nuc transl, whose call it bears; cell count; measured here: cell count, cytotoxicity flag
T cell HTS vesicle-bound %: further read-out of T cell HTS, marked with its call; double positive events, %; measured here: CD8+ vesicle-bound cell fraction;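 binding gate set so that unloaded-vesicle control wells show 10% double positive cells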
MT stabilizer Hoechst-high %: further read-out of MT stabilizer, marked with its call; % Hoechst-high responders; measured here: nuclear condensation Hoechst responders;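 share of cells brighter than vehicle mean plus two SD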
MT stabilizer cytotoxicity %: also measured in MT stabilizer; calls as there; toxicity, %; measured here: cytotoxicity by cell density;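 0% = mean cell density of plate MIN control wells and 100% = no cells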
Autophagy mod cell loss 18 h: recorded beside Autophagy mod, whose call it bears; toxicity, %; measured here: cell loss, nuclei count;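 cell loss after 18 h compound exposure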
An asterisk follows results filed as active; i = inactive; x = no result given.

SMILES	Yfh1-depleted yeast	Dynein transport	Dynein transport cytoplasmic EGFP	Dynein transport nuclear GR-EGFP	Dynein transport cell count	MT stabilizer	MT stabilizer Hoechst-high %	MT stabilizer cytotoxicity %	Autophagy mod	Autophagy mod cell loss 18 h	M1AAP inhibition	M17LAP inhibition	T cell HTS	T cell HTS vesicle-bound %	WT yeast gro inh	WT yeast gro inh mutant strain	bCat nuc transl	bCat nuc transl cell count 5 µM
CC(C)Cc1ccc(C(C)C(=O)OCC(=O)c2c[nH]c3ccccc23)cc1 (stereo unspecified)	i	-0.59	0.12	-0.17	0.47	1.6	2.1	6.5	i	-1	7%	7%	i	13	69*	19*	-3.5	1137
Cc1cccc(N2C(=O)CN(Cc3sccc3C)C2=S)c1	i	0.68	0.49	0.85	-1.4	4.6	2.0	4.3	i	12	2%	0%	i	5	14	-10	-1.1	586
O=c1cc(CNc2cc(Cl)ccc2Cl)nc2sccn12	i	-0.35	-0.32	-0.42	0.89	2.3	2.9	6.8	i	-7	5%	12%	i	48	-4	-2	2.0	877
O=c1c2c(nc3cc(-c4cccc(Cl)c4)[nH]n13)CCC2	i	0.09	-0.17	-0.78	0.29	1.8	1.6	3.5	i	5	-6%	-1%	i	2	3	-4	-0.3	1331
CCC(C)(C)C(=O)Nc1cccc(Cl)c1C	i	0.36	-0.17	0.35	-0.43	3.0	1.1	4.4	i	-33	8%	4%	i	32	5	4	-1.9	1144
COn1c(C)c(C(C)=O)c2c3nonc3ccc21	i	-0.14	0.14	-0.022	-0.34	6.8	4.4	6.9	i	-11	3%	-15%	i	36	-45	-12	-1.8	1176
CCCOC(=O)NC1C(NC(=O)OCCC)N(C)C(=O)N1C (stereo unspecified)	i	-0.63	-0.22	-0.27	1.2	3.2	1.7	3.3	i	-12	0%	0%	i	26	-47	-7	-2.7	870
COc1ccccc1N1CCN(CC(=O)c2c(C)[nH]c3ccccc23)CC1	i	-0.77	-0.22	-0.38	1.2	4.8	4.3	7.4	i	3	1%	1%	i	51	8	8	0.7	1119
O=C1CC(N2CCOCC2)C(=O)N1CCc1ccccc1 (stereo unspecified)	i	0.3	0.079	0.16	0.031	2.6	2.4	13	i	-16	5%	3%	i	42	x	x	-0.8	945
CCOc1cc(/C=C2/COc3ccccc3C2=O)ccc1OCC(=O)N(C)C	i	-3.6*	1.9*	-1.2*	-3.1*	4.7	6.2	6.5	i	13	7%	5%	x	x	x	x	0.9	1043
COc1ccc(OC)c(Nc2nc(-c3sc(C)nc3C)cs2)c1	i	1.5	-0.079	0.71	-1.6	3.8	1.8	5.1	i	9	5%	-8%	i	19	7	-11	-2.9	791
C/C(=N\O)c1ccc(N2C(=O)C3CC=C(Cl)CC3C2=O)cc1 (stereo unspecified)	i	0.44	-0.19	0.6	0.52	1.8	1.9	25	i	-2	16%	10%	i	55	-24	-9	0.6	1180
COc1cccc(NC(=O)CCC(=O)NCc2ccco2)c1	i	-0.62	-0.0032	-0.0047	0.41	1.8	1.9	7.2	i	34	8%	12%	i	16	-13	-3	-6.7	1252
CCCC(=O)Oc1ccccc1C1SCc2cc(C)c(C)cc2CS1	x	-0.61	-0.19	0.3	0.56	2.7	1.3	5.1	i	-19	0%	-9%	i	36	-6	-14	-0.5	1418
Cn1cnnc1SCC(=O)c1ccc(OC(F)F)cc1	i	-0.63	-0.23	-0.54	0.66	2.5	2.7	6.7	i	-42	-2%	27%	i	38	-14	-6	-0.8	1233
COc1ccc(NC(=O)c2cc(=O)[nH]c(=O)[nH]2)cc1S(=O)(=O)Nc1ccccc1Cl	i	-0.72	0.056	0.18	0.34	3.2	3.0	12	i	1	6%	-10%	i	31	-14	11	-1.6	1067
Cc1c(Cc2ccccc2)c(=O)oc2cc(OC(=O)c3ccccc3)ccc12	i	-0.81	-0.16	-0.49	0.39	3.2	1.9	2.5	i	3	1%	4%	i	45	6	0	-1.9	1068
Cc1c(CCOC(=O)CC23CC4CC(CC(C4)C2)C3)sc[n+]1CC(=O)c1ccccc1	i	4.2	5.4	4.2	-5	2.4	0.9	4.2	i	-7	x	x	i	34	3	2	0.6	926
CCCc1nnc(NC(=S)Nc2ccccc2)s1	i	0.54	-0.16	0.19	-0.23	2.4	1.9	9.5	i	5	4%	-5%	i	38	-3	-3	-5.5	1111
Cc1ccc(Nc2ncnc3sc(C)c(C)c23)cc1C	i	-0.23	-0.024	-0.16	0.45	2.5	2.2	5.3	i	-3	9%	2%	i	54	4	-4	-1.1	1104
Cn1c(=O)[nH]c(=O)c2c1nc(Br)n2Cc1ccccc1F	i	1.3	-0.24	0.47	-0.73	4.7	2.6	4.9	i	19	x	x	i	16	x	x	2.1	739
CCN(Cc1ccccc1)C(=O)COC(=O)c1n[nH]c2ccccc12	i	-0.43	1	-0.04	0.084	1.7	1.2	7.1	i	0	10%	4%	i	60	-15	-12	0.8	1259
Cc1cc(-c2ccccc2C(=O)Nc2ccccc2O)on1	i	0.99	-0.23	0.43	-1	x	x	x	x	x	6%	4%	i	37	x	x	1.1	1314
Cc1ccc(OCc2nnc(SCC(=O)O)n2N)cc1	i	-0.44	-0.29	-1.1	1.1	3.0	1.7	7.1	i	5	5%	14%	i	10	9	1	x	x
N#Cc1c(N)n(CCOC(=O)c2ccc(Cl)cc2)c2nc3ccccc3nc12	i	-1.4	0.49	-0.34	0.98	5.9	0.1	77	i	-7	-4%	-4%	x	x	-6	9	x	x
COc1ccc2[nH]cc(C(=O)CNc3nc(C)cs3)c2c1	i	0.017	-0.2	0.39	0.13	3.0	2.2	7.7	i	7	14%	-7%	i	37	9	-12	-3.9	962
O=C(Cn1cnc2ccccc2c1=O)N1CCN(c2ccc(F)cc2)CC1	i	-0.26	-0.057	0.39	0.37	0.1	3.7	11	i	19	7%	0%	i	30	12	3	-2.7	990
COCCNC(=O)C1(C)Oc2ccccc2NC1=O (stereo unspecified)	i	-0.51	0.057	-0.089	0.57	1.6	1.3	9.4	i	-2	0%	-4%	i	48	3	-4	1.7	929
C=CCn1c(NS(=O)(=O)c2ccccc2)c(S(=O)(=O)c2ccc(C)cc2)c2nc3ccccc3nc21	i	-0.17	-0.2	0.34	-0.75	6.3	2.4	4.1	i	8	36µM*	-444%	i	31	3	-6	-0.5	1078
O=c1cc(/C=C/c2ccccc2)oc2c1ccc1ccccc12	i	1.7	-0.17	1.1	-1.7	3.4	2.1	2.0	i	-3	10%	-4%	i	18	81*	53*	-0.5	990
O=C(Cc1cccs1)Nc1ccc(S(=O)(=O)Nc2ncccn2)cc1	i	-0.23	-0.38	0.13	0.21	3.6	1.6	3.7	i	-8	8%	-8%	i	35	-1	7	2.5	1446
CCOC(=O)c1sc(C)c2c1NC(c1ccc(Cl)cc1)NC2=O (stereo unspecified)	i	0.18	-0.2	-0.1	-0.25	2.0	1.9	5.4	i	-30	-3%	-2%	i	53	-14	33	-0.3	1382
O=C(NCc1ccc2c(c1)OCO2)C1CCC(CNS(=O)(=O)c2cccc3nsnc23)CC1 (stereo unspecified)	i	0.32	-0.26	0.18	0.11	8.2	3.6	6.1	i	4	13%	6%	i	38	-26	-6	x	x
COC(=O)Nc1ccc(S(=O)(=O)NCCCCCC(=O)O)cc1	i	-0.17	-0.32	-0.23	0.67	0.6	1.3	4.8	i	6	-4%	-7%	i	63	7	10	0.3	1041
CC(=O)Nc1ccc(S(=O)(=O)N2CCN(C(C)CCc3ccccc3)CC2)cc1 (stereo unspecified)	i	-0.87	-0.22	-0.18	0.7	1.3	1.1	7.9	i	3	-1%	15%	i	23	7	12	1.3	1208
C=CCn1c(C)cc(C(=O)COC(=O)[C@@H](NC(=O)c2ccccc2Cl)C(C)C)c1C	x	-0.76	-0.22	-0.59	-0.21	3.0	2.1	6.8	i	-18	0%	1%	i	45	-2	1	0.4	950

One compound at a time, as listed above. Order of values: Yfh1-depleted yeast | Dynein transport | Dynein transport cytoplasmic EGFP | Dynein transport nuclear GR-EGFP | Dynein transport cell count | MT stabilizer | MT stabilizer Hoechst-high % | MT stabilizer cytotoxicity % | Autophagy mod | Autophagy mod cell loss 18 h | M1AAP inhibition | M17LAP inhibition | T cell HTS | T cell HTS vesicle-bound % | WT yeast gro inh | WT yeast gro inh mutant strain | bCat nuc transl | bCat nuc transl cell count 5 µM
C=CCn1c(NS(=O)(=O)c2ccccc2)c(S(=O)(=O)c2ccc(C)cc2)c2nc3ccccc3nc21 is entered as i | -0.17 | -0.2 | 0.34 | -0.75 | 6.3 | 2.4 | 4.1 | i | 8 | 36µM* | -444% | i | 31 | 3 | -6 | -0.5 | 1078
N#Cc1c(N)n(CCOC(=O)c2ccc(Cl)cc2)c2nc3ccccc3nc12 is entered as i | -1.4 | 0.49 | -0.34 | 0.98 | 5.9 | 0.1 | 77 | i | -7 | -4% | -4% | x | x | -6 | 9 | x | x

Entries above that bear a hit mark in M1AAP inhibition.
SMILES,Dynein transport,Dynein transport cytoplasmic EGFP,Dynein transport nuclear GR-EGFP,Dynein transport cell count,MT stabilizer Hoechst-high %,M1AAP inhibition,M17LAP inhibition,T cell HTS,T cell HTS vesicle-bound %,WT yeast gro inh mutant strain
C=CCn1c(NS(=O)(=O)c2ccccc2)c(S(=O)(=O)c2ccc(C)cc2)c2nc3ccccc3nc21,-0.17,-0.2,0.34,-0.75,2.4,36µM*,-444%,i,31,-6
